Source: PubChem
GRIN3A LBD mod: binders of NR3A ligand-binding domain, primary screen, biophysical, differential scanning fluorimetry, uHTS; hit rate 2.5% among 340,000; Tm shift relative to glycine control, % at 25 µM; AID 1259313, 2017; NR3A LBD differential scanning fluorimetry, Tm shift; 0% = protein alone, 100% = glycine-bound protein; Glutamate receptor ionotropic, NMDA 3A (GRIN3A) ligand-binding domain;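 active = melting temperature shift of at least 10% of the positive control shift, at one fixed dose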
* marks the source's active call; other numbers are inactive results. An excerpt; count on the stated rates, not on these rows.

`CN(Cc1ccccc1)C(=O)c1ccc(NC(=O)Cc2ccc(NC(=O)C3CCCN(C(=O)c4ccccc4)C3)cc2)cc1` (stereo not drawn) gave GRIN3A LBD mod -3.
Screening O=S(=O)(NCCC1=CCCCC1)c1cccc2nsnc12 returned GRIN3A LBD mod 0.
`ON=C1CCCC2CCCCC12` (stereo not drawn) gave GRIN3A LBD mod -1.
Screening COc1ccc(OC)c(NC(=O)C(C)OC(=O)c2cc3ccccc3[nH]2)c1 (stereo not drawn) returned GRIN3A LBD mod -11.
`COc1cccc(CN(C)CCCn2ccc(NC(=O)OCc3ccccc3)nc2=O)c1` gave GRIN3A LBD mod -4.
For O=C1NC(=Nc2ccccc2)SC1Cc1cccc(Cl)c1Cl (stereo not drawn) the results were GRIN3A LBD mod -13.
`N=c1nc2n(cc1F)C1OC(CO)C(O)C1O2` (stereo not drawn) gave GRIN3A LBD mod -4.
CC12CCC(=O)CC1CCC1C2CCC2(C)C1CCC2(O)C(=O)CO (stereo not drawn) was read as GRIN3A LBD mod -2.
Screening CCOC(=O)OCC(=O)C1(O)CCC2C3CCC4=CC(=O)CCC4(C)C3C(O)CC21C (stereo not drawn) returned GRIN3A LBD mod 0.
Screening CN(Cc1cccc(Cl)c1Cl)C(=O)c1ccccc1SCC(=O)N1CCCC1 returned GRIN3A LBD mod -1.
`O=S(=O)(O)c1cc(O)c2cc(Nc3ccccc3)ccc2c1` gave GRIN3A LBD mod -2.
For CN1CCC(C(=O)C(=O)O)C1=O (stereo not drawn) the results were GRIN3A LBD mod -1.
`CC(C)c1nc2oc3c(NCC4CCCO4)ncnc3c2c2c1COC(C)(C)C2` (stereo not drawn) gave GRIN3A LBD mod 0.
`COc1ccccc1N1CCN(C(=O)c2cccc(S(=O)(=O)N3c4ccccc4CC3C)c2)CC1` (stereo not drawn) gave GRIN3A LBD mod 0.
Screening O=c1[nH]c(=S)[nH]c2c1C(c1ccc(Br)cc1)c1c([nH]c(=S)[nH]c1=O)O2 returned GRIN3A LBD mod 8.
For COc1ccc(CCN2CC(C(=O)OCC(=O)NC(Cc3ccccc3)C(C)=O)CC2=O)cc1OC (stereo not drawn) the results were GRIN3A LBD mod 2.
Screening CCN(Cc1ccccc1)c1ccccc1 returned GRIN3A LBD mod 0.
Screening Fc1cc(F)c2nc(Nc3nc4c(F)cccc4s3)sc2c1 returned GRIN3A LBD mod 17*.
Screening O=C1CC[C@@H]2CC3(C[C@@H]4CCN1[C@H]24)Nc1cc([N+](=O)[O-])ccc1NC3=NC1CCCCC1 (stereo partly drawn) returned GRIN3A LBD mod -6.
O=C(/C=C/c1ccco1)Oc1cc(Br)cc(/C=N/NC(=O)c2ccccc2O)c1 was read as GRIN3A LBD mod 11*.
For O=[N+]([O-])c1ccc(NN=Cc2ccccc2O)nc1 the results were GRIN3A LBD mod 26*.
Screening COc1ccc(-c2nn(-c3ccccc3)cc2C(=O)N(C)CC(=O)Nc2ccccc2Br)cc1 returned GRIN3A LBD mod -5.
For CSC1SCC2C(=O)N(C)C(C(C)C)C(=O)OCC(NC(=O)c3cnc4ccccc4n3)C(=O)NC(C)C(=O)N(C)C1C(=O)N(C)C(C(C)C)C(=O)OCC(NC(=O)c1cnc3ccccc3n1)C(=O)NC(C)C(=O)N2C (stereo not drawn) the results were GRIN3A LBD mod -1.
COc1ccc(C(=O)Nc2cccc(/C=C(/CCC(=O)O)c3nc4ccccc4s3)c2)cc1 was read as GRIN3A LBD mod -6.
For COc1ccccc1C(CNC(=O)CNC(=O)c1cccc(Cl)c1)N1CCCC1 (stereo not drawn) the results were GRIN3A LBD mod 1.
For O=[N+]([O-])c1ccc(-c2cn(-c3ccc(Cl)cc3)c(=S)[nH]2)cc1 the results were GRIN3A LBD mod -14.
`Nc1ccc(S(=O)(=O)NCC2CCCCO2)cc1` (stereo not drawn) gave GRIN3A LBD mod 2.
`Cc1ccc(NC(=O)c2ncn(CCCN3CCN(Cc4cccc5ccccc45)CC3)n2)cc1C` gave GRIN3A LBD mod -11.
For O=C(CSc1nc(-c2ccc(F)cc2)nc2c1Cc1ccccc1O2)Nc1cccc(C(=O)O)c1 the results were GRIN3A LBD mod 19*.
`CCOc1cc(N2CCOCC2)c(OCC)cc1NC(=O)c1ccc(S(=O)(=O)N2CC(C)OC(C)C2)cc1` (stereo not drawn) gave GRIN3A LBD mod -3.
Screening CCCC1C2CN(C(C)C)CC=C2C(C#N)=C(N)C1(C#N)C#N (stereo not drawn) returned GRIN3A LBD mod 1.
`O=C(O)c1cccc(NC2=C(Cl)C(=O)c3ccccc3C2=O)c1` gave GRIN3A LBD mod 1.
For CCCn1c(N)c(N(CCOC)C(=O)c2ccc(S(=O)(=O)N3CCOCC3)cc2)c(=O)[nH]c1=O the results were GRIN3A LBD mod 0.
`CCOc1ccc(OCC(O)CN2CCN(S(=O)(=O)c3cccc(C(F)(F)F)c3)CC2)cc1` (stereo not drawn) gave GRIN3A LBD mod -1.
For CC(=O)Nc1cc2c(cc1Cl)-c1ccc(F)cc1C2O (stereo not drawn) the results were GRIN3A LBD mod 1.
Screening CC(C(=O)Nc1cc([N+](=O)[O-])ccc1Cl)N1CCN(c2ccc(O)cc2)CC1 (stereo not drawn) returned GRIN3A LBD mod -1.
Cc1cc(NC(=O)Cn2cnc3sc(C)c(-c4ccccc4)c3c2=O)no1 was read as GRIN3A LBD mod 3.
`CCOC(=O)C1=C(CN2CCc3ccccc32)NC(=O)NC1c1cc(C)ccc1C` (stereo not drawn) gave GRIN3A LBD mod -2.
For NC(=O)c1ncn([C@@H]2O[C@H](CNS(=O)(=O)c3cc4ccccc4s3)[C@@H](O)[C@H]2O)n1 the results were GRIN3A LBD mod 0.
Screening CN(C)c1ccc(/C=N/Nc2nncc3ccccc23)cc1 returned GRIN3A LBD mod -1.
`COc1c(NC(C)=O)c2c(c([N+](=O)[O-])c1OC)C(=O)OC2` gave GRIN3A LBD mod 1.
`COc1ccc(O)c(CN2CC3CCC(CC3)C2)c1` gave GRIN3A LBD mod 2.
N#CCc1cnc2ccccc2n1 was read as GRIN3A LBD mod -1.
`N#CCCn1nc2c(c1N)CCC2` gave GRIN3A LBD mod 3.
Screening Cc1ccc(-c2cc(C(=O)N/N=C/c3c[nH]c4ccccc34)[nH]n2)cc1 returned GRIN3A LBD mod 27*.
COc1ccc(-c2cc(=O)c3c(C)cc(O)cc3o2)cc1 was read as GRIN3A LBD mod -25.
COc1cc(N2C(=O)C=CC2=O)ccc1N1C(=O)C=CC1=O was read as GRIN3A LBD mod 0.
O=c1c(=NNc2ccccc2Cl)c(=O)c2ccccc12 was read as GRIN3A LBD mod 1.
Cc1ccc(S(=O)(=O)N2CCOCC2)cc1C(=O)N1CCN(S(=O)(=O)c2ccccc2F)CC1 was read as GRIN3A LBD mod 1.
COc1ccc(NC(=O)c2oc3ccc(S(=O)(=O)N4CCOCC4)cc3c2C)c(OC)c1 was read as GRIN3A LBD mod 0.
Screening O=C1CSC(=S)N1N=C1CCCCCC1 returned GRIN3A LBD mod -2.
For O=C(Cc1cccc(NC(=O)C2CCCN(C(=O)C3CCCC3)C2)c1)Nc1cccc(C(=O)N2CCCCC2)c1 (stereo not drawn) the results were GRIN3A LBD mod -3.
`COc1cc(C2C(C#N)=C(N)OC3=C2C(=O)CCC3)c([N+](=O)[O-])cc1OC` (stereo not drawn) gave GRIN3A LBD mod 2.
Screening CN(CC(=O)Nc1c(Cl)cccc1Cl)C(=O)CNC(=O)c1sc2ccccc2c1Cl returned GRIN3A LBD mod 19*.
For CC[C@H](C)[C@H]1CNC(=S)N1CC1CCN(CCC(C)(C)C)CC1 the results were GRIN3A LBD mod 0.
C=CCn1c(SCC(=O)N(CC)C2CCS(=O)(=O)C2)nc2scc(-c3ccccc3)c2c1=O (stereo not drawn) was read as GRIN3A LBD mod 0.
Screening C=CCn1cccc(C(=O)Nc2ccc(C)c(Cl)c2)c1=O returned GRIN3A LBD mod -2.
O=C(N/N=C/c1c[nH]c2ccccc12)c1[nH]c2ccc(Br)cc2c1-c1ccccc1 was read as GRIN3A LBD mod 27*.
O=C(/C=C/c1ccccc1)Nc1scc(-c2ccccc2)c1C(=O)O was read as GRIN3A LBD mod -20.
`c1ccc(OCCOCCOc2ccccc2)cc1` gave GRIN3A LBD mod -9.
For CCOc1ccc(N2C(=O)C(C)CNC2=S)cc1 (stereo not drawn) the results were GRIN3A LBD mod 0.
`Cc1ccccc1N=C1Nc2ccccc2N[C@]12C[C@H]1CCC(=O)N3CC[C@@H](C2)[C@@H]13` gave GRIN3A LBD mod -3.
CC(NC(C(=O)c1ccccc1)c1ccccc1)c1ccccc1 (stereo not drawn) was read as GRIN3A LBD mod 0.
Screening NC(N)=NCCCS(=O)(=O)Nc1ccc(Nc2c3ccccc3nc3cc([N+](=O)[O-])ccc23)cc1 returned GRIN3A LBD mod 4.
O=C1CC(c2ccco2)CC(O)=C1C=NCCN1CCN(C2CC(=O)N(c3ccccc3)C2=O)CC1 (stereo not drawn) was read as GRIN3A LBD mod 8.
Oc1ccc(Cl)cc1Sc1cc(Cl)ccc1O was read as GRIN3A LBD mod 25*.
`O=[N+]([O-])c1ccc(N/N=C/c2cn(Cc3ccc(F)cc3)c3ccccc23)nc1` gave GRIN3A LBD mod -2.
`CC(OC(=O)c1ccccc1C(=O)O)c1ccccc1` (stereo not drawn) gave GRIN3A LBD mod 0.
Screening COCCN(CC(=O)Nc1cccc(C)c1C)C(=O)C1CCN(S(=O)(=O)c2ccccc2)CC1 returned GRIN3A LBD mod 1.
`O=C(NNC(=O)c1cccc2ccccc12)c1ccc(Cl)c(Cl)c1` gave GRIN3A LBD mod -4.
`Nc1ccccc1C=C1Cc2ccccc2C1=O` gave GRIN3A LBD mod 2.
Screening CCCCN1C(=O)C(C#N)CC2=C1CC(C)(C)CC2=O (stereo not drawn) returned GRIN3A LBD mod -2.
`CCN(C(=O)CSc1nc2scc(-c3ccccc3)c2c(=O)n1N)C1CCS(=O)(=O)C1` (stereo not drawn) gave GRIN3A LBD mod 0.
COc1cccc2c1cc1c(=O)n(CC(=O)N3CCN(c4cccc(C)c4C)CC3)nc(C)n12 was read as GRIN3A LBD mod 0.
Screening COc1ccc(C2NCCc3c2[nH]c2ccccc32)cc1CN1CCc2cc(OC)c(OC)cc2C1C (stereo not drawn) returned GRIN3A LBD mod 0.
For S=c1nc2[nH]c3ccccc3c2n[nH]1 the results were GRIN3A LBD mod 20*.
For CSc1nc(N)nc2c1ncn2Cc1ccccc1 the results were GRIN3A LBD mod 0.
Screening COC(=O)CCC1(C(N)=O)CCC(=O)c2ccccc21 (stereo not drawn) returned GRIN3A LBD mod 13*.
`OCC(O)C1OCOC(C(O)CO)C1O` (stereo not drawn) gave GRIN3A LBD mod 0.
Nn1c(-c2cccc(O)c2)nnc1-c1cccc(O)c1 was read as GRIN3A LBD mod 0.
COc1cc(/C=N/Nc2ccccc2)ccc1OC(=O)c1cccs1 was read as GRIN3A LBD mod -1.
Screening Cc1cccc(C(=O)N(C(=O)c2cccc(C)c2)N(C)C)c1 returned GRIN3A LBD mod -1.
`Cc1c(C(=O)N2CCC(C)CC2)sc2ncnc(N3CCN(c4ccccc4)CC3)c12` gave GRIN3A LBD mod 1.
COc1cc([N+](=O)[O-])ccc1-c1ccc(/C=C2\C(=O)ON=C2c2ccccc2)o1 was read as GRIN3A LBD mod 0.
COc1cc(OC)cc(C(=O)OCC(=O)Nc2nnc(-c3ccccc3)o2)c1 was read as GRIN3A LBD mod -2.
`CN(C(=O)c1cccc(NC(=O)Cc2ccc(NC(=O)C3CCN(S(=O)(=O)c4cccc([N+](=O)[O-])c4)CC3)cc2)c1)C1CC1` gave GRIN3A LBD mod 0.
For Cc1ccc(C(=O)CCC(=O)OCC(=O)N2CCN(S(=O)(=O)c3ccc(C)cc3C)CC2)cc1 the results were GRIN3A LBD mod 2.
Screening Clc1ccc(-c2nnc(-c3ccc4ccccc4c3)o2)cc1 returned GRIN3A LBD mod -5.
Screening CCCn1c2ccc(F)cc2c2nnc(SCCN3CCOCC3)nc21 returned GRIN3A LBD mod -1.
For CCOC(=O)N1CCN(C(=O)/C=C/c2c(C)nn(-c3ccc(F)cc3)c2Cl)CC1 the results were GRIN3A LBD mod 0.
Screening Cc1ccccc1NC(=O)C(=Cc1ccc(C(=O)O)cc1)C(=O)Nc1ccccc1C returned GRIN3A LBD mod -2.

15 structures out of the list, arranged by length of the SMILES, low to high:
`OCC(O)C1OCOC(C(O)CO)C1O` (stereo not drawn) gave GRIN3A LBD mod 0.
For S=c1nc2[nH]c3ccccc3c2n[nH]1 the results were GRIN3A LBD mod 20*.
Nn1c(-c2cccc(O)c2)nnc1-c1cccc(O)c1 was read as GRIN3A LBD mod 0.
Screening COC(=O)CCC1(C(N)=O)CCC(=O)c2ccccc21 (stereo not drawn) returned GRIN3A LBD mod 13*.
Screening Clc1ccc(-c2nnc(-c3ccc4ccccc4c3)o2)cc1 returned GRIN3A LBD mod -5.
Screening CCCn1c2ccc(F)cc2c2nnc(SCCN3CCOCC3)nc21 returned GRIN3A LBD mod -1.
COc1cc(/C=N/Nc2ccccc2)ccc1OC(=O)c1cccs1 was read as GRIN3A LBD mod -1.
Screening Cc1cccc(C(=O)N(C(=O)c2cccc(C)c2)N(C)C)c1 returned GRIN3A LBD mod -1.
COc1cc(OC)cc(C(=O)OCC(=O)Nc2nnc(-c3ccccc3)o2)c1 was read as GRIN3A LBD mod -2.
Screening Cc1ccccc1NC(=O)C(=Cc1ccc(C(=O)O)cc1)C(=O)Nc1ccccc1C returned GRIN3A LBD mod -2.
`Cc1c(C(=O)N2CCC(C)CC2)sc2ncnc(N3CCN(c4ccccc4)CC3)c12` gave GRIN3A LBD mod 1.
For CCOC(=O)N1CCN(C(=O)/C=C/c2c(C)nn(-c3ccc(F)cc3)c2Cl)CC1 the results were GRIN3A LBD mod 0.
Screening COc1ccc(C2NCCc3c2[nH]c2ccccc32)cc1CN1CCc2cc(OC)c(OC)cc2C1C (stereo not drawn) returned GRIN3A LBD mod 0.
For Cc1ccc(C(=O)CCC(=O)OCC(=O)N2CCN(S(=O)(=O)c3ccc(C)cc3C)CC2)cc1 the results were GRIN3A LBD mod 2.
`CN(C(=O)c1cccc(NC(=O)Cc2ccc(NC(=O)C3CCN(S(=O)(=O)c4cccc([N+](=O)[O-])c4)CC3)cc2)c1)C1CC1` gave GRIN3A LBD mod 0.
